MCL1 BIM primary: inhibitors of human MCL1 binding to BIM-BH3 peptide; Q07820; GST-MCL1 / FITC-Bim-BH3 fluorescence polarization; inhibition, % at 10.9 µM; 320,000 compounds, 0.68% hits;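 active means inhibition above the mean inhibition of all tested compounds plus 3 SD, set per campaign, cut at about 40% in these data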;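 further: 0% = DMSO wells and 100% = unlabeled Bim-BH3 peptide control; higher means more loss of mP so more displacement of Bim peptide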
Target sequence (Q07820 whole entry, looked up): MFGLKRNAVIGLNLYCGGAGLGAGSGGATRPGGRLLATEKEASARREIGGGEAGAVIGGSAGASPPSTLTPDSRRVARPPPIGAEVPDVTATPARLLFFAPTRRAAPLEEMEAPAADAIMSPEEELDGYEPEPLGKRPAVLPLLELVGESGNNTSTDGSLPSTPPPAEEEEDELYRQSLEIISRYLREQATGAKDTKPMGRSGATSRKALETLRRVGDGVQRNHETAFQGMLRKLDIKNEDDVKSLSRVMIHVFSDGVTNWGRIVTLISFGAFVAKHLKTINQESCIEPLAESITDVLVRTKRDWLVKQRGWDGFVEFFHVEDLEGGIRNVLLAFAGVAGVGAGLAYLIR
VLA-4 inh: inhibition in a human VLA-4 binding assay; VLA-4 expressing cells, ligand binding flow cytometry; AID 2557; inhibition, % (about 7 µM as worked out from the volumes in the protocol); 330,000 compounds, 0.2% hits; in the data active means inhibition above about 50%
CR mimetic SO: yeast age-related superoxide inhibition as caloric restriction mimetic; S. cerevisiae aged cells, superoxide DHE fluorescence; hits give low values; superoxide response (% of plate mean), % at 10 µM; 330,000 compounds, 0.18% hits;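 active means superoxide response under a set limit, about three screen SD below normal, cut at about 65% in these data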;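 further: yeast aged for seven days with compound at 30 °C before DHE staining; 100% = average MFI of all compound-treated wells on the plate with controls excluded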
CIT2-GFP yeast: modulators of TOR pathway CIT2-GFP in S. cerevisiae. S. cerevisiae CIT2-GFP strain, flow cytometry, 3 h; 100 means same as DMSO wells. GFP response vs DMSO, % at 10 µM. 320,000 compounds, 0.065% hits;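 active means GFP response relative to DMSO above a set limit, near the screen mean plus 3 SD, cut at about 150% in these data; inconclusive means Fewer than 70 cells measured for a yeast strain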;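 further: ratio of well median GFP fluorescence to mean of DMSO wells on the plate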
GLD-1 RNA inh: GLD-1-TGE RNA interaction inhibition (C. elegans). purified GLD-1 + fluorescein TGE RNA, fluorescence polarization. 320,000 compounds, 0.44% hits. inhibition, % at 5.96 µM. Q17339;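 active means percent inhibition above a per-plate cutoff, the plate mean of test compounds plus 3 SD, cut at about 30% in these data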;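 further: 0% = DMSO wells with GLD-1 and probe and 100% = wells lacking GLD-1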
MEX-5 binding: C. elegans MEX-5 TCR-2 RNA binding activity; 300,000 compounds, 0.38% hits; AID 1832; activity score (negative = inhibition of binding), % at 10 µM; MEX-5/FITC-TCR2 RNA binding, fluorescence polarization; hits give low values; Q9XUB2;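 active means inhibition past about -25% in most replicates, and total fluorescence under double the plate's negative control median, limit read from the data; inconclusive means replicates evenly split on the limit, or fluorescence at least double controls; inactive means too little inhibition in most replicates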;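 further: 0% = DMSO and -100% = 5 µM competing unlabeled TCR2 RNA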
Target sequence (Q9XUB2 whole entry, looked up): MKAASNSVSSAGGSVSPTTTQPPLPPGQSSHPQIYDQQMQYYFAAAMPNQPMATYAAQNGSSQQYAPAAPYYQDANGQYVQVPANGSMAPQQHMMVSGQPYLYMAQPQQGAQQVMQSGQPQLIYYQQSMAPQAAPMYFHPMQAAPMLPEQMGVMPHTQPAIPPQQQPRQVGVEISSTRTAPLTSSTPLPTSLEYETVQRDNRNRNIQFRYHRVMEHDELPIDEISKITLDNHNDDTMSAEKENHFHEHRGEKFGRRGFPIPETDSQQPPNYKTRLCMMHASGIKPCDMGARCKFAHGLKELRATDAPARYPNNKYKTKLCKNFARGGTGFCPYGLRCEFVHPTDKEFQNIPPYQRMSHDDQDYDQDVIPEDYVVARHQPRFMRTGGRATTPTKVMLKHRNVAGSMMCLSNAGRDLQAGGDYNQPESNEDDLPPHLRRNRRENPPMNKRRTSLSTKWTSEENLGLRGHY
BCLXL inh: inhibitors of human Bcl-xL | GST-Bcl-xL / FITC-Bim BH3 peptide fluorescence polarization | inhibition, % at 10.9 µM | 320,000 compounds, 0.7% hits | AID 2129;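 active means inhibition above the mean of all tested compounds plus 3 SD, cutoff set per campaign, cut at about 30% in these data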;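 further: 0% = DMSO wells and 100% = unlabeled Bim-BH3 peptide competitor; inhibitors lower millipolarization by displacing the labeled peptide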
Target sequence (Q07817 whole entry, looked up): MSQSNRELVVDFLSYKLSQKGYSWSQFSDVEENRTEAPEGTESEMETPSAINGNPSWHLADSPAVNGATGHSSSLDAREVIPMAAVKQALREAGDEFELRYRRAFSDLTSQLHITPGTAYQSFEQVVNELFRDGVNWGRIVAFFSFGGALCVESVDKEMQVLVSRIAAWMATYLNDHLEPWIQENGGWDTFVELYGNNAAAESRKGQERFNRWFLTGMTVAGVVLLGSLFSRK
AGP1 TOR yeast: yeast TOR pathway AGP1-GFP modulation | 320,000 compounds, 0.02% hits | S. cerevisiae AGP1-GFP multiplex flow cytometry, 3 h; GFP as percent of DMSO wells | GFP response vs DMSO, % at 10 µM;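 active means GFP response relative to DMSO above a set limit, near screen average plus 3 SD, cut at about 150% in these data; inconclusive means fewer than 70 cells counted for the yeast strain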;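 further: median GFP channel fluorescence of the gated AGP1 strain per well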
GRK2 aptamer HTS: inhibitors of human GRK2 displacing RNA aptamer; P25098; bead flow cytometry, FAM-aptamer displacement from GRK2; inhibition of aptamer binding, % at 10 µM; 330,000 compounds, 0.59% hits; AID 488847;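 active means inhibition of aptamer binding above 40%, roughly 3 SD of noise, on plates passing a quality check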;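 further: median bead fluorescence of bound FAM aptamer so fluorescent compounds give negative values; no value below 0 was filed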
The depositor's hits bear a star; u = inconclusive; x = not tested or not shown; [ ] = dose if it differs, or a comment.

SMILES	MCL1 BIM primary	VLA-4 inh	CR mimetic SO	CIT2-GFP yeast	GLD-1 RNA inh	MEX-5 binding	BCLXL inh	AGP1 TOR yeast	GRK2 aptamer HTS
O=C(CCCCCn1c(=O)[nH]c2ccccc2c1=O)N1CCN(Cc2ccc3c(c2)OCO3)CC1	13	-2	105	102	0	x	6	108	2
CC(C)CNC(=O)COC(=O)c1cccc(S(=O)(=O)NCC(F)(F)F)c1	2	9	99	99	0	0.1	6	109	2
Cc1ccc(-n2c(SCC(=O)NC3CCS(=O)(=O)C3)nc3ccccc3c2=O)cc1C (stereo not given)	-6	5	97	99	3	-0.1	3	108	2
CC1CCCN(C(=O)C(=O)c2cn(CC(=O)N3CCCCCC3)c3ccccc23)C1 (stereo not given)	5	-16	109	103[may fluoresce green]	4	-9.7	8	104[may fluoresce green]	28
CNC(=O)CSc1nc2c([nH]c3ccccc32)c(=O)n1CCOC	5	58*	97	80	0	1.6	4	81	0
O=C(Nc1cccc(-c2cnc3ccccc3n2)c1)c1ccco1	1	8	109	97	0	-2.5	-3	98	1
NS(=O)(=O)c1ccc(CNC(=O)c2ccc(C(=O)c3ccccc3)cc2)cc1	x	7	89	97	0	x	x	99	1
COCc1nnc(NS(=O)(=O)c2ccccc2)s1	4	-5	117	83	2	-1.3	6	98	9
COc1ccccc1C(=O)Nn1c(C2CCC2)nc2ccccc2c1=O	4	-5	82	105	1	-1.6	3	104	0
CCOC(=O)c1oc2c(c1C)C(=O)CCC2	3	8	105	99	9	2.9	-1	97	0
COCCn1c(=O)[nH]c2cc(C(=O)Nc3ccc(OC)c(Cl)c3)ccc2c1=O	6	-14	95	104	5	0.3	2	109	57*
CCCNC(=O)c1ccc2c(c1)nc(C)n2-c1cccc(Cl)c1	3	7	96	109	4	1.2	1	94	27
O=C(Oc1ccc(Br)cc1C(=S)N1CCOCC1)c1ccc(F)cc1	17	8	102	98	6	2.8	8	95	0
COc1ccc(C(=O)/C=C/Nc2ccc(C)cn2)cc1OC	2	7	69	100	6	-1.9	1	94	0
Nc1cccc(C(=O)OCC(=O)NC2CCCc3ccccc32)c1 (stereo not given)	3	0	107	100	-7	1.0	0	98	2
CCCCCCNC(=O)CC(c1ccccc1)c1cc(Br)ccc1O (stereo not given)	3	1	120	92	-4	-2.2	0	104	0
Cc1ccccc1OCC(=O)OCC(=O)NC1CC1	-2	7	90	105	0	x	1	112	0
COc1ccc(C2=CSC3=NCCN23)cc1OC	8	21	99	93	-4	-0.9	4	95	0
CC1CCCC(NC(=O)CCCn2c(=O)[nH]c3cc(Cl)ccc3c2=O)C1C (stereo not given)	5	29	118	95	1	-0.1	0	101	0
Cc1ccc(N(CN2CCCC2=O)C(=O)c2ccccc2)cc1	3	9	92	105	-4	0.9	6	107	67*
O=C(NC(=S)Nc1cc([N+](=O)[O-])ccc1O)c1ccc2c(c1)OCO2	10	-9	124	94	-1	-2.0	10	101	2
Cc1cc2ncn(S(=O)(=O)c3ccc(S(=O)(=O)N4CCOCC4)cc3)c2cc1C	-2	0	103	x	2	-1.1	3	90	3
O=[N+]([O-])c1cccc2nc(-c3ccccc3)c(-c3ccccc3)nc12	7	-7	108	110	3	0.2	5	102	0
COc1ccccc1CNc1ccc2c(c1)CCC2	16	-253	91	116	-63	2.2	26	91	0
Nc1ccc(-c2nc3cc(N)ccc3n2CCO)cc1	-1	2	84	105	-1	-1.1	0	105	0
O=C(CNC(=O)c1ccc2c(c1)OCCO2)N/N=C/c1ccc(O)cc1O	29	7	105	93	10	-1.0	16	98	1
CCOC(=O)c1c(C)[nH]c(C(=O)COc2ccc3ccc(=O)oc3c2)c1C	x	-11	79	113	2	x	x	99	18
CN1CCCC1CCNc1ccc2sc3ccccc3c(=O)c2c1 (stereo not given)	31	-293	91	79	39*	-5.0	33*	74	0
COc1ccc(C(C(=O)NC(C)(C)C)N(C(=O)CCC(=O)Nc2ccccn2)C2CCCCC2)cc1 (stereo not given)	2	13	98	106	0	0.1	2	97	7
O=C(Nc1ccc2c(c1)OCO2)OCc1ccccc1	9	-7	93	89	8	2.1	1	85	2
Cc1ccc2c(C)c(C(=O)NCCN3CCCC(O)C3)oc2c1C (stereo not given)	-4	-4	126	104	-1	-0.5	1	101	3
O=C(CN1C(=O)/C(=C/c2ccc(F)cc2)SC1=S)N1CCN(CCc2ccccn2)CC1	5	-8	92	131	-8	1.5	8	124	0
COc1ccc(CNC(=O)CCC(=O)Nc2nnc(C(C)C)s2)cc1	4	21	98	91	10	0.0	4	101	0
COc1ccc(CN(CC(=O)NC2CCCCC2)C(=O)CCC(=O)Nc2nccs2)cc1	-6	9	106	95	-6	0.0	1	91	5
CC1CC(C)CN(C(=O)Cn2ncc3c([nH]c4ccccc43)c2=O)C1 (stereo not given)	1	-4	99	101	1	0.1	5	95	0
O=C(c1ccccc1CCc1ccccc1)N1CCN(c2ccccn2)CC1	-2	10	100	102	0	-2.0	2	104	1
Cc1ccc2[nH]c3c(=O)n4c(nc3c2c1)SCC4	8	16	84	97	4	2.0	4	96	7
Cn1c(=O)oc2cc(S(=O)(=O)N3CCC(C(=O)NCCc4ccccc4)CC3)ccc21	-1	-5	93	97	4	2.1	3	103	0
COCCCn1c(CCC(=O)O)ccc1-c1cccs1	3	1	110	98	-2	0.5	2	101	0
CCOc1cc(C(=O)NCc2ccncc2)cc(OCC)c1OCC	1	1	76	87	-2	-2.4	2	90	0

An excerpt from above, limited to GLD-1 RNA inh, MCL1 BIM primary and MEX-5 binding.
Structure | GLD-1 RNA inh | MCL1 BIM primary | MEX-5 binding
COc1ccccc1C(=O)Nn1c(C2CCC2)nc2ccccc2c1=O | 1 | 4 | -1.6
Cc1ccc2[nH]c3c(=O)n4c(nc3c2c1)SCC4 | 4 | 8 | 2.0
Cn1c(=O)oc2cc(S(=O)(=O)N3CCC(C(=O)NCCc4ccccc4)CC3)ccc21 | 4 | -1 | 2.1

Going on with the list:
SMILES	MCL1 BIM primary	VLA-4 inh	CR mimetic SO	CIT2-GFP yeast	GLD-1 RNA inh	MEX-5 binding	BCLXL inh	AGP1 TOR yeast	GRK2 aptamer HTS
Cc1cccc(CN2CCc3c([nH]c4ccccc34)C2)c1	7	-2	89	105	-4	3.3	5	102	0
C#CCSc1nnc(-c2cc3c(C(F)(F)F)nn(C)c3s2)n1C	-10	2	119	106	-1	-2.0	-12	91	6
NC(=O)c1ccc(NCCCN2CCOCC2)c([N+](=O)[O-])c1	9	7	109	102	3	-3.2	1	109	0
Cc1ccn2c(=O)nc(SCC(=O)NCc3ccccc3Cl)nc2c1	18	-14	97	103	2	3.8	13	98	1
CCNC(=S)N/N=C/c1ccc(F)cc1	-1	21	107	70	9	1.1	4	79	0
CSc1ccc(C(=S)N2CCN(Cc3ccccc3)CC2)cc1	5	32	94	96	4	-2.3	8	100	0
Cc1c(NC(=O)c2ccc(S(=O)(=O)Nc3ccccc3F)cc2)c(=O)n(-c2ccccc2)n1C	x	0	88	91	0	x	x	101	0
C=C(C)COc1ccc(-c2[nH]ncc2Oc2ccccc2OCC)c(O)c1	6	-7	108	102	6	-0.6	4	105	0
NS(=O)(=O)c1ccc(CCNC(=O)CCCOc2ccccc2)cc1	-2	2	102	106	-5	0.8	-6	100	1
N#Cc1ccsc1NC(=O)CCN1CCN(C(c2ccccc2)c2ccccc2)CC1	8	5	101	103	1	3.5	5	100	0
CCN(CC(=O)Nc1ccccc1C(=O)OC)S(=O)(=O)c1ccccc1	6	5	91	96	0	0.6	6	109	2
O=C(Nc1ccccc1)C1CCCN(S(=O)(=O)c2ccc(-n3cnnn3)cc2)C1 (stereo not given)	-5	-4	93	98	0	-0.1	2	97	1
O=C(CSc1c2c(nc3ccc(Cl)cc13)CCCC2)NCc1ccco1	7	18	96	98	5	2.5	-1	99	3
C=C(C)COc1ccc(-c2nc(N)ncc2-c2ccc(Cl)cc2)c(O)c1	12	16	106	104	9	0.2	-7	103	0
O=C(C1CCN(S(=O)(=O)c2ccccc2F)CC1)N1CCN(Cc2ccc3c(c2)OCO3)CC1	6	-7	100	94	3	x	7	96	2
Cc1ccc(-n2c(O)c(/C=N/NC(=O)C3COc4ccccc4O3)c3ccccc3c2=O)cc1 (stereo not given)	5	4	97	85	-4	4.2	1	91	0
Cc1ccc(S(=O)(=O)c2nc(S(C)(=O)=O)sc2N2CCCCC2C)cc1 (stereo not given)	2	6	123	112	-1	-3.0	0	104	1
c1cc(CN2CCN(C3CCCCCC3)CC2)ccn1	9	-1	105	93	-6	0.3	4	90	0
CCOC(=O)Cc1n[nH]c(=O)c2ccccc12	-1	3	98	101	3	-3.3	1	104	8
CC(C(=O)N1CCOCC1)N1C(=O)C2C3CC(C(Br)C3Br)C2C1=O (stereo not given)	3	3	91	100	6	-1.7	3	101	0
CCC(=O)c1cn(CC(=O)Nc2ccc(C)cc2)c2ccccc12	-8	5	97	u	-7	2.5	3	82[may fluoresce red and violet]	0
O=C(c1ccccc1)N1CCN(C(=S)NCc2ccc3c(c2)OCO3)CC1	16	9	94	99	0	-1.8	6	104	0
CC(=O)Nc1ccc(S(=O)(=O)N2CCN(C(=O)Cc3ccccc3)CC2)cc1	3	5	89	95	-2	2.1	5	103	3
O=[N+]([O-])c1ccccc1S(=O)(=O)N1CCN(c2ccc(F)cc2)CC1	9	-5	100	96	9	0.5	7	97	0
Cc1ccc(-n2ncc3c2ncn2c(C)nnc32)cc1C	-5	-8	100	85	0	x	-1	88	2
CC1=C(C(=O)N(C)Cc2ccccc2)C2(CCC(C)CC2)OC1=O (stereo not given)	-4	11	111	97	4	2.7	0	99	0
O=S(=O)(c1ccccc1)c1nc(-c2cccc(Cl)c2)oc1N1CCOCC1	4	-3	121	x	-7	-2.4	1	96	0
Cc1ccc(N2Cc3ccccc3C2=S)cc1	3	11	94	89	-2	-0.5	3	95	1
C=C(c1ccc(OC)cc1)c1ccc(OC)cc1	7	17	113	103	-6	0.6	3	99	1
CCC(=O)NCCc1cc2ccc(C)cc2[nH]c1=O	10	17	94	79	-2	x	7	84	14
O=C(O)COCC(=O)NCc1csc2ccccc12	0	-1	121	x	6	2.6	4	x	2
Cc1ccc(S(=O)(=O)Cc2ccc(C(=O)NCc3ccc4c(c3)OCO4)o2)cc1	1	4	89	95	5	1.7	-1	94	0
COc1ccc(-c2nc(-c3cccs3)c(-c3cccs3)[nH]2)cc1OC	1	-24	95	87	-3	0.5	3	80	1
CSc1nc(-c2ccccc2)nc(NC(=O)c2ccccc2)c1C(C)=O	-13	-13	107	95	1	-0.2	-7	97	2
O=S(=O)(NCc1cccnc1)c1ccc(Cl)c(Cl)c1Cl	4	4	111	106	-6	-4.9	2	102	2
O=C(NC1CCCc2ccccc21)c1ccc(=O)[nH]c1 (stereo not given)	0	0	109	107	2	0.3	-2	102	2
Cc1nc(SCC(=O)NCc2ccccc2)c2c(=O)n(C)c(=O)n(C)c2n1	1	3	105	102	7	0.2	0	104	1
CCC1CCCCN1CCCNC(=O)CNC(=O)c1nn(-c2ccc(OC)cc2)c(=O)c2ccccc12 (stereo not given)	7	7	108	106	-6	3.0	3	105	0
CCc1ccc(-c2cc(C)no2)cc1S(=O)(=O)N1CCC(C)CC1	0	8	88	90	0	1.9	4	97	0

Screening data: PubChem BioAssay, several laboratories
